Source: PubChem BioAssay
GC-B act – GC-B (human) receptor activation; activation, % at 10 µM; 370,000 tested, 0.11% active; P20594; HEK293-GC-B cells, CNP EC30, cGMP TR-FRET; 0% at EC30 CNP, 100% saturating CNP;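 active means activation at 10 µM reaching about 35% in either raw or pattern-adjusted values, limit read from the data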
Target sequence (P20594 whole entry, looked up): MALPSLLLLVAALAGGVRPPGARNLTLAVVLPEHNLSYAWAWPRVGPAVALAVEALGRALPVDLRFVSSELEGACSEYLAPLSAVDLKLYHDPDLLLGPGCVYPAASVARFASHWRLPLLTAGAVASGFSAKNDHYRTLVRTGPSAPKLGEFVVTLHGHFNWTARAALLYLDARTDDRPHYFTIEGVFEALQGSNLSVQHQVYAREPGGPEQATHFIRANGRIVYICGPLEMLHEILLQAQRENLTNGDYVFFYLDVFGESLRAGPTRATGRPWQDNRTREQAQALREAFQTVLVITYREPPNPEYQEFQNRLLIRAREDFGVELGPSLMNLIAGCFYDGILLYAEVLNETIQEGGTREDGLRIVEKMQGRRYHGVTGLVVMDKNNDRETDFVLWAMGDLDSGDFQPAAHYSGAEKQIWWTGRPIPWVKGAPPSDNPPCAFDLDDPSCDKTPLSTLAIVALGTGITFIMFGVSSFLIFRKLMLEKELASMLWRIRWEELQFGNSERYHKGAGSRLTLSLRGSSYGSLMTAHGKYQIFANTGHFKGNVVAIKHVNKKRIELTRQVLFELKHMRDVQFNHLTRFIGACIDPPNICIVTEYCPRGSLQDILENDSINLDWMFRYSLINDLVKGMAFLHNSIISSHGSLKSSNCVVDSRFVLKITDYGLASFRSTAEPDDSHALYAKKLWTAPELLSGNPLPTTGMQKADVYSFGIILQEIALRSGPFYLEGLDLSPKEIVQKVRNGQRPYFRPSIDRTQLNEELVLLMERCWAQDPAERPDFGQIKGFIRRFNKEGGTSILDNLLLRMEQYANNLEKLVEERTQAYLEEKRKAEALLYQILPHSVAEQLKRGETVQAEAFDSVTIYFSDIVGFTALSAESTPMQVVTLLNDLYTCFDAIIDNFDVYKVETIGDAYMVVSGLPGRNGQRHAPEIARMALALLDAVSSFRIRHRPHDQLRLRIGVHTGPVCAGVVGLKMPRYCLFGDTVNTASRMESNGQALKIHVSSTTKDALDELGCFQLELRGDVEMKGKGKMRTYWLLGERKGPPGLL
TCR CD3 inh – blocks the human TCR-CD3 interaction; TAMRA-labeled TCR probe fluorescence, biochemical; 360,000 tested, 0.37% active; inhibition, % at 9.4 µM; AID 651800; in the data active means inhibition above about 19%;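 further: recombinant mutant TCR 2C K166C tagged with TAMRA read by polarization; 0% = receptor in buffer alone and 100% = receptor with positive control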
ABHD4 inh – inhibitors of mouse ABHD4; AID 720543; 370,000 tested, 0.54% active; purified mABHD4, FP-Rh probe fluorescence polarization; Q8VD66; inhibition, % at 8.92 µM;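 active means inhibition exceeding the mean over every tested compound plus 3 SD, cut at about 30% in these data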;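 further: 0% = plate median of compound wells and 100% = S159A mutant with DMSO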
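Doses – 8.92 µM, single dose · Material – wild-type mouse ABHD4 protein · Replication – single well per compound (singlicate) · Measure – percent inhibition of probe binding, normalized to plate controls · Schedule – 45 min compound pre-incubation plus 60 min probe step, 25 °C · Detection – fluorescence polarization with parallel and perpendicular emission, 525/598 nm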
PRMT1 FP inh – inhibitors of human PRMT1; recombinant PRMT1, activity-based probe fluorescence polarization; AID 652257; inhibition, % at 2.79 µM; 370,000 tested, 1.3% active;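 active means inhibition above about 21% made by adding two undisclosed values, limit read from the data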
SIAE primary – inhibitors of human sialic acid acetylesterase SIAE | Q9HAT2 | SIAE FP-Rh probe binding, fluorescence polarization | inhibition, % at 9.66 µM | 370,000 tested, 0.69% active;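 active means inhibition above a cutoff: mean of compounds within the control limits plus 3 SD of those, cut at about 17% in these data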;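 further: 0% = plate median of compound wells and 100% = probe without SIAE protein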
HTRA1 inhibitor – inhibitors of human serine peptidase HTRA1; 340,000 tested, 0.5% active; inhibition, % at 5.96 µM; recombinant HTRA1, FP-rhodamine activity-based probe, fluorescence polarization; in the data active means inhibition above about 36%;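 further: 0% = enzyme with DMSO and 100% = wells lacking enzyme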
MBD2 inh – blocks human MBD2 binding to methylated DNA; AID 686964; inhibition, % at 4.4 µM; TR-FRET, MBD2 binding to methylated oligonucleotide; Q9UBB5; 370,000 tested, 0.31% active; in the data active means inhibition above about 13%
TDP2 absorb – TDP2 (human) inhibition, absorbance primary screen. O95551. recombinant TDP2, T5PNP hydrolysis, p-nitrophenol absorbance 415 nm. inhibition, % at 12.8 µM. 370,000 tested, 0.34% active. AID 720702;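 active means inhibition above the mean of all tested compounds plus 3 SD, set per campaign, cut at about 25% in these data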;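 further: 0% = DMSO with enzyme and 100% = buffer with substrate but no TDP2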
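Test system: human TDP2 enzyme; Input: 120 nM TDP2 per well; Buffer or medium: Mg2+-containing Tris-HCl buffer, pH 7.5; Reagent: 5 mM T5PNP; Dosing: 12.8 µM single point, 1% DMSO; Incubation: reaction 2 h, 37 °C; Detection: p-Nitrophenol epi absorbance; Read-out: % inhibition relative to enzyme-containing and enzyme-free wells; Replicates: single well per compound.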
LEDGF integ inh – blocks HIV-1 LEDGF/p75-dependent DNA integration; 370,000 tested, 0.64% active; inhibition, % at 3.7 µM; AID 743269; TR-FRET IN-LEDGF/p75 DNA integration, Eu/Cy5;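 active means inhibition above the screen-wide mean plus 3 SD, cut at about 13% in these data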;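 further: signal is the Cy5 over europium emission ratio at 671 and 618 nm; 0% = plate median of compound wells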
rCAG binder – r(CAG) repeat RNA binding. TO-PRO-1 dye displacement fluorescence. inhibition, % at 3 µM. 370,000 tested, 1.3% active. AID 651821;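 active means inhibition above the plate cutoff, the mean of all test compounds on that plate plus 3 SD, cut at about 35% in these data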;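 further: 0% = DMSO alone and 100% = 100 µM mitoxantrone as full dye displacement; higher means more dye released from RNA so lower well fluorescence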
Active calls of the source: *; / = not tested or not shown.

SMILES	GC-B act	TCR CD3 inh	ABHD4 inh	PRMT1 FP inh	SIAE primary	HTRA1 inhibitor	MBD2 inh	TDP2 absorb	LEDGF integ inh	rCAG binder
CN(CC(=O)Nc1ccc(F)cc1)C(=O)COC(=O)CNC(=O)c1sc2ccccc2c1Cl	-5	1	-9	0	-2	-2	3	-9	1	0
C[C@H](CO)N1C[C@H](C)[C@@H](CN(C)Cc2cccc(F)c2)Oc2cc(-c3cccc(C#N)c3)ccc2S1(=O)=O	-1	2	0	-4	1	-23	-6	-2	3	6
OC(COCc1ccco1)CN1CCN(c2ccccc2)CC1 (stereo unspecified)	2	-1	13	1	2	5	-7	2	1	0
CN(C(=O)CS(=O)(=O)c1cn(CC(=O)N2CCCCC2)c2ccccc12)c1ccccc1	-1	-4	4	2	5	-1	6	-3	0	-3
Cc1cc([N+](=O)[O-])cnc1N1CCOCC1	1	7	-4	-3	-1	4	-6	-13	-1	3
O=C(Cc1c(O)c2ccccc2[nH]c1=O)NCc1ccccc1F	1	1	-10	0	8	-5	1	0	-3	-4
Cc1ccc(C)c(N(CC(=O)NN=C2CCCCCCC2)S(C)(=O)=O)c1	-3	4	1	0	-2	-5	2	0	-1	1
C[C@@H](CSc1ccccc1)CN1CC[C@H](C(C)(C)C)CCC1=O	4	-6	-4	2	-1	-14	2	-9	-1	-13
CC(C)(C)C(=O)Nc1ncc(C(F)(F)F)cc1Cl	-6	-7	9	-1	5	5	1	6	-2	1
COc1ccc(N2CCN(C(=O)CSc3nnc(-c4ccc5[nH]c(C)c(C)c5c4)o3)CC2)cc1	-15	-2	6	-1	4	-1	0	9	-1	4
C[C@H]1[C@@H](Cc2cc(Cl)cc(Cl)c2)N(c2ccccc2)c2ccccc2CN1Cc1ccccc1	-7	0	-1	3	3	/	1	-18	-5	9
CN(C)S(=O)(=O)c1ccc(Cl)c(C(=O)NC2=NCCS2)c1	2	-6	2	3	-10	4	4	8	-2	5
CCC(C)(C)n1nnnc1C(C(C)C)N(Cc1ccco1)Cc1cc2cc3c(cc2[nH]c1=O)OCO3 (stereo unspecified)	-2	-2	0	41*	-4	0	6	18	10	-1
CC(C)c1ccc(NC(=O)Cn2nnc(C(=O)NCc3ccc4c(c3)OCO4)c2N)cc1	-2	7	3	-5	-19	-8	-2	0	-4	4
Cc1cc(C)c(NC(=O)CS(=O)CC(=O)NCC2CCCO2)c(C)c1 (stereo unspecified)	2	4	5	5	6	2	8	6	-3	-2
COc1ccc(N2CCN(C(=O)c3c(-c4c(F)cccc4Cl)noc3C)CC2)cc1	-3	9	-1	-3	-7	3	-2	-15	-2	-4
COc1ccccc1CCN=C(N)NS(=O)(=O)c1ccc(C)cc1	-2	-3	3	2	-3	-5	-2	7	-1	-2
CCCC(=O)Nc1ccc(C(=O)N2CCCC2)cc1	2	-6	-2	-5	12	-1	3	4	1	-4
CCOC(=O)c1sc(Nc2ccc(Br)cc2)nc1C	-8	7	7	-6	7	-15	4	-18	0	10
COC(=O)c1ccc(CNC(=O)COc2ccccc2Br)o1	3	-6	-6	8	-5	3	7	4	0	-2
O=C1COc2ccc(C(=O)CSc3nnc(Cc4cccs4)n3-c3ccc(Cl)cc3)cc2N1	-12	2	1	1	-8	-31	-8	3	5	4
CCC(CC)c1nnc(NC(=O)C2COc3ccccc3O2)s1 (stereo unspecified)	0	-5	-13	-3	2	-4	-2	-12	8	2
O=C(OCc1cc(=O)n2cc(Br)ccc2n1)C1COc2ccccc2O1 (stereo unspecified)	-3	0	-11	5	-2	7	9	-7	-4	0
CCc1nnc(NS(=O)(=O)c2ccc(NC(=O)c3ccccc3O)cc2)s1	-1	-3	0	-7	1	0	-4	13	2	14
COC(=O)c1scc(C)c1NC(=O)C(Cl)c1ccccc1 (stereo unspecified)	7	-4	-1	3	-3	-2	2	-8	-2	-1
COc1ccccc1/C=N/NC(=O)C(NC(=O)c1ccccc1)=C(C)C	-2	9	-3	-2	-2	1	-5	2	1	4
Cc1ccc(-c2nc(NCCCO)c3ccccc3n2)cc1	4	1	0	-1	-7	-14	6	2	3	0
CC(C(=O)O)N1C(=O)C2C3c4ccccc4C(c4ccccc43)[C@@H]2C1=O (stereo partly specified)	2	5	6	2	2	-2	-6	6	1	2
CCOc1ccc(N(CC(=O)Nc2cccc(Br)c2)S(C)(=O)=O)cc1	-4	0	-12	1	-4	-20	-2	-10	-3	2
O=C(N/N=C\c1cccnc1)c1ccc(Br)s1	-2	1	5	3	2	-9	-3	3	1	-2
Cc1ccc([C@H]2C(C(=O)O)=CC[C@@H](c3ccc4c(c3)OCO4)N2S(=O)(=O)c2ccc(C)cc2)cc1	0	4	9	1	-3	-2	-1	-7	0	63*
Cc1cc(/C=C2\Cc3ccccc3C2=O)c(C)n1-c1ccccc1	-5	-9	-2	5	11	-15	3	10	1	10
Cc1ccc(C(C)NC(=O)c2ccco2)cc1 (stereo unspecified)	6	4	9	-1	-4	2	-2	1	-3	1
COC(=O)c1ccc2[nH]c(C3(O)CCCCC3)c(C)c2c1	0	3	-14	-5	-8	-1	-10	-18	-1	-2
C=CCNC(=S)NCC1COc2ccccc2O1 (stereo unspecified)	4	-7	-10	-4	6	-1	-2	3	1	0
O=c1cc(NCc2ccco2)c2ccccc2o1	1	6	7	0	2	-1	1	-1	-5	2

Seven records drawn at random from the list so far:
SMILES	GC-B act	TCR CD3 inh	ABHD4 inh	PRMT1 FP inh	SIAE primary	HTRA1 inhibitor	MBD2 inh	TDP2 absorb	LEDGF integ inh	rCAG binder
COC(=O)c1scc(C)c1NC(=O)C(Cl)c1ccccc1 (stereo unspecified)	7	-4	-1	3	-3	-2	2	-8	-2	-1
COc1ccccc1CCN=C(N)NS(=O)(=O)c1ccc(C)cc1	-2	-3	3	2	-3	-5	-2	7	-1	-2
CC(C)(C)C(=O)Nc1ncc(C(F)(F)F)cc1Cl	-6	-7	9	-1	5	5	1	6	-2	1
CC(C(=O)O)N1C(=O)C2C3c4ccccc4C(c4ccccc43)[C@@H]2C1=O (stereo partly specified)	2	5	6	2	2	-2	-6	6	1	2
COc1ccc(N2CCN(C(=O)c3c(-c4c(F)cccc4Cl)noc3C)CC2)cc1	-3	9	-1	-3	-7	3	-2	-15	-2	-4
COc1ccccc1/C=N/NC(=O)C(NC(=O)c1ccccc1)=C(C)C	-2	9	-3	-2	-2	1	-5	2	1	4
CCC(CC)c1nnc(NC(=O)C2COc3ccccc3O2)s1 (stereo unspecified)	0	-5	-13	-3	2	-4	-2	-12	8	2

Continuation:
SMILES	GC-B act	TCR CD3 inh	ABHD4 inh	PRMT1 FP inh	SIAE primary	HTRA1 inhibitor	MBD2 inh	TDP2 absorb	LEDGF integ inh	rCAG binder
Cc1c(C(N)=O)sc2ncn(CCOc3ccccc3)c(=O)c12	-2	2	0	1	-2	-2	3	8	-1	1
CCCNC(=O)C1(C)CCN(C(=O)c2cccc(C#N)c2)C1 (stereo unspecified)	2	7	2	-4	5	/	0	-3	0	3
CCOC(=O)Cn1c(=O)oc2cc(S(=O)(=O)NCCCc3ccccc3)ccc21	-1	2	-1	-2	1	-6	4	4	0	-1
Cc1ccc(C)n1-c1ccc(-c2ccnc(N)n2)cc1	1	2	0	1	1	-3	-1	6	1	10
O=C(NC1CCCCC1)C(c1ccco1)N(Cc1ccco1)C(=O)c1ccco1 (stereo unspecified)	2	-7	8	11	1	-5	-3	-2	2	3
COc1ccc(-n2c(=O)c3c4c(sc3n(CC(=O)NC3CCCC3)c2=O)CCCC4)c(OC)c1	-4	7	1	-3	-3	-10	-3	9	3	6
COc1ccc(C(C(=O)NC2CCCCC2)N(C(=O)CCCC(=O)Nc2ccccn2)c2ccc3c(c2)OCCO3)cc1 (stereo unspecified)	3	3	6	2	-6	-2	-1	0	-1	0
CC(NC(=O)C(NS(=O)(=O)c1cccs1)C(C)C)c1ccc(S(N)(=O)=O)cc1 (stereo unspecified)	0	1	6	-2	-5	0	-2	10	3	5
O=C(CN1C(=O)NC2(CCc3ccccc32)C1=O)Nc1ccccc1Cl (stereo unspecified)	3	8	7	-1	-6	1	-2	-1	-4	3
CCN(C[C@H]1N[C@@](Cc2ccccc2)(C(=O)OC)[C@H]2C(=O)N(C)C(=O)[C@@H]12)C(=O)c1ccc(C)cc1	1	-5	7	0	-3	5	2	5	-2	-2
COC(=O)c1ccc(COC(=O)c2ccccn2)cc1	-1	-1	-4	1	6	-2	2	5	-2	-1
O=C(Nc1ccc(Cl)c(Cl)c1)Nc1nnc(CSc2ccccc2)s1	9	-3	-17	-5	-5	-2	-5	-14	5	10
CN(C)CC1CC/C(=C\c2ccc(O)cc2)C1=O (stereo unspecified)	3	2	0	53*	0	-13	2	0	2	3
O=C(NC(Cc1c[nH]c2ccccc12)C(=O)O)/C(=C\c1ccccc1)NC(=O)c1ccccc1 (stereo unspecified)	5	-2	3	5	4	-6	-6	6	0	13
COc1ccc(/C=N\NC(=O)c2ccc(F)cc2)cc1COc1ccccc1C(N)=O	-10	-6	-19	-4	-14	-26	0	-11	3	1
CCOC(=O)C(CCCCC(NC(C)=O)(C(=O)OCC)C(=O)OCC)(NC(C)=O)C(=O)OCC	4	-2	-4	0	1	12	3	4	-3	-6
CC1CCc2sc(C(=O)NN=C3CCCC3)cc2C1 (stereo unspecified)	-1	4	2	-2	3	-37	1	3	-2	3

This is a subset; the hit share may differ from the screen's.
